# High-throughput results (PubChem BioAssay)
# C8 TRAIL sens: sensitizes caspase-8 expressing cells to TRAIL | NB7+C8 cells + TRAIL, ATPlite viability luminescence | inhibition (viability loss, TRAIL sensitization), % at 10 µM | 360,000 tested, 1% active;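 active = compounds causing at least 50% loss of cell viability in the single-dose screen, relative to plate controls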
# EBV LMP1 NFkB: inhibitors of Epstein-Barr LMP1-induced NF-kappaB reporter. 350,000 tested, 0.69% active. inhibition, % at 12.5 µM. LMP1-induced NF-kappaB luciferase reporter cells, luminescence; in the data active = inhibition above about 41%;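 note: 0% = neutral control wells and 100% = reference inhibitor control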
# TLR9-MyD88 block: blocks human TLR9 binding to MyD88. Q9NR96+Q99836. CHO BLA complementation TLR9-MyD88, CCF4 FRET ratio. inhibition, % at 4.98 µM. 340,000 tested, 0.21% active;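 active = inhibition above the mean over all tested compounds plus 3 SD, cut at about 21% in these data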;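 note: 0% = DMSO only wells and 100% = clavulanate BLA inhibitor control wells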
# LRH-1 inv ag: suppresses constitutive activity of human LRH-1; O00482; HEK293T StAR-luciferase reporter, LRH-1 transfected, 24 h; inhibition, % at 3.6 µM; 360,000 tested, 0.13% active; AID 602396;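 active = inhibition above the mean inhibition of all tested compounds plus 3 SD, cut at about 73% in these data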;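 note: 0% = DMSO wells and 100% = reporter-only cells lacking LRH-1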
# TROY NFkB inh: blocks TROY-dependent signaling in reporter cells. Q293 LMP1-TROYcd NF-kB luciferase reporter, 4 h. inhibition, % at 10 µM. 360,000 tested, 0.98% active;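 active = compounds whose plate-normalised and pattern-corrected inhibition of the luciferase reporter signal at the single screening dose is 50% or more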
# SRC3 inh: inhibits human SRC3 coactivator | HEK293 GAL4-SRC3 luciferase reporter, luminescence | inhibition, % at 3.6 µM | Q9Y6Q9 | 360,000 tested, 0.17% active;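 active = inhibition above a per-campaign cutoff, the mean of all compounds plus 3 SD, cut at about 60% in these data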;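 note: 0% = DMSO-treated cells and 100% = gossypol-treated cells at 36 µM; higher means less SRC3-driven luciferase light from the GAL4 reporter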
# NR2F2 inh: inhibitors of human COUP-TFII (NR2F2). P24468. HEK293T NGFI-A luciferase reporter, luminescence. inhibition, % at 8.6 µM. 370,000 tested, 0.7% active. AID 686940;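 active = inhibition above a per-plate cutoff, mean inhibition of test wells between control levels plus 3 SD, cut at about 38% in these data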;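 note: cells cotransfected with COUP-TFII expression vector driving the NGFI-A reporter; 0% = median of COUP-TF2 test wells and 100% = reporter-only cells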
# SRC1 inh: human NCOA1 inhibition; HEK293 GAL4-SRC1 luciferase reporter, luminescence; inhibition, % at 3.6 µM; 360,000 tested, 0.12% active; AID 588354;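 active = inhibition above the campaign mean plus 3 SD, with each screening campaign given its own cutoff, cut at about 60% in these data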;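 note: 0% = DMSO treated cells and 100% = gossypol at 36 µM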
# NOD2-RIPK2 inh: blocks binding of human NOD2 to RIPK2. O43353. 360,000 tested, 0.38% active. AID 624267. inhibition, % at 4.98 µM. CHO BLA complementation NOD2-RIPK2, CCF4 ratio; in the data active = inhibition above about 21%;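 note: 0% = vehicle only and 100% = reference blocker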
# TWEAK-Fn14 inh: blocks TWEAK-Fn14 interaction in a reporter cell assay; TWEAK-stimulated Fn14 reporter cells, luciferase luminescence, 8 h; inhibition, % at 10 µM; 360,000 tested, 2% active; in the data active = inhibition above about 50%
# SRC2 inh: human SRC2 (NCOA2) inhibition | Q15596 | HEK293 GAL4-SRC2 luciferase reporter, luminescence | inhibition, % at 9 µM | 370,000 tested, 0.17% active;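 active = inhibition above the mean inhibition of all tested compounds plus 3 SD, set per campaign, cut at about 52% in these data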;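 note: 0% = DMSO treated cells and 100% = cells given Gossypol at 36 µM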
# * hit, by the source's call; / = no result given. The list is partial; count on the stated rates, not on these rows.
SMILES,C8 TRAIL sens,EBV LMP1 NFkB,TLR9-MyD88 block,LRH-1 inv ag,TROY NFkB inh,SRC3 inh,NR2F2 inh,SRC1 inh,NOD2-RIPK2 inh,TWEAK-Fn14 inh,SRC2 inh
Cc1cc(N2CCCCCC2)n2nc(C)c(-c3ccccc3)c2n1,14,-3,-3,-1,9,2,-9,4,-10,13,-19
O=C(CCN1C(=O)/C(=C/c2cccs2)SC1=S)Nc1cccc(C(=O)O)c1,18,-3,2,-7,-3,7,5,-3,-1,26,-15
O=C(CN1C(=O)/C(=C\c2ccccc2Cl)Sc2ccccc21)NCCCN1CCOCC1,16,/,13,28,-9,3,-15,-5,-6,1,-4
CN(C(=O)c1cccc(NC(=O)Cc2cccc(NC(=O)C3CCCN(C(=O)c4ccccc4)C3)c2)c1)C1CCC1 (configuration not stated),4,14,-10,-11,27,-17,0,-2,-4,9,-3
O=C(Nc1cccnc1)Nc1ccc2c(c1)OCO2,23,-12,-7,-80,-52,-43,-29,-67,9,-13,-49
COc1cc2c(cc1OC)C(c1ccc(C(F)(F)F)cc1)CC(=O)N2 (configuration not stated),-2,-13,2,1,-10,-46,-3,-4,-2,3,2
O=C(N/N=C/C1=Cc2ccccc2OC1)c1ccncc1,-17,-2,/,-25,8,3,-23,-35,-9,-2,-11
CC(C)(C)NS(=O)(=O)c1ccc(NC(=O)C2CC(=O)N(CCc3ccc(F)cc3)C2)cc1 (configuration not stated),7,0,-4,2,5,3,2,2,-2,20,-2
COc1ccc(CCN2C(=O)CC(N3CCC(C(N)=O)CC3)C2=O)cc1OC (configuration not stated),-2,-4,-5,-10,3,16,15,-55,0,-4,-51
O=C(O)c1ccc(CP(=O)(c2ccccc2)c2ccccc2)cc1,2,3,-5,-5,0,7,19,10,5,-8,12
O=C(CSc1nnc2ccccn12)NC(=O)NC1CCCCC1,-2,-2,-2,-5,7,-37,-6,-1,-1,1,-12
COC(=O)c1cc(=O)n(Cc2ccc(F)cc2)c(=NCc2ccc(F)cc2)s1,8,8,-6,-2,1,2,-26,-2,3,0,-21
O=C(Nc1cccc(-c2nc3ccccc3[nH]2)c1)c1ccco1,29,-9,-2,-11,-53,-25,-9,-4,-7,-3,-51
CC(C(O)C12CC3CC(CC(C3)C1)C2)N1CCCCC1 (configuration not stated),0,-6,1,14,6,4,-5,-26,-6,-3,-6
O=C(CSc1nc2ccccc2[nH]1)Nc1nc(-c2ccc(Br)cc2)cs1,4,-14,-10,-6,41,3,-8,5,5,46,0
CCOC(=O)c1oc2ccccc2c1NC(=O)CN1CCOCC1,1,-1,-18,1,-1,12,3,-14,-5,1,-20
CCCCC(c1nnnn1CCOC)N1CCN(CC)CC1 (configuration not stated),-6,1,4,4,-3,10,-3,0,-2,-3,7
COc1cccc(C2C(C(=O)c3ccc(C)o3)=C(O)C(=O)N2c2cc(C)on2)c1 (configuration not stated),-1,-4,-4,4,-1,-2,-9,-3,-2,-7,-17
CCN(Cc1nc(-c2ccc(OC)c(OC)c2)no1)C(=O)c1ccoc1C,3,5,-14,2,-7,7,22,7,-5,23,-13
CC(C)c1ccc(C(=O)N2CCCC(c3cc(C(=O)Nc4ccc5c(c4)OCO5)no3)C2)cc1 (configuration not stated),14,/,/,-21,13,-34,-20,-19,-1,9,-3
Cc1noc(C)c1COc1cccc(C(=O)Nc2cccnc2)c1,-3,11,-3,2,12,5,-26,-12,4,9,-17
O=C(c1ccc2ccccc2c1)N1CCN(c2ccc(O)cc2)CC1,-4,-1,-7,-11,-2,-1,2,7,1,-11,-2
Cc1ccc(-c2nnc(SCC(=O)NCC3CCCO3)n2C)cc1 (configuration not stated),4,2,1,7,15,11,-2,9,0,5,9
CSc1nc2c(c(=O)n1-c1ccc(C)cc1)SCC2,0,3,4,-29,-8,13,-21,-9,2,6,-16
CCC(=O)Nc1ccc(NC(=O)c2cccc3c(Br)cccc23)cc1,5,1,1,-4,10,-7,-6,-6,-7,-6,-17
O=C(COc1ccc(CO)cc1)Nc1ccc(F)cc1,-4,-16,-4,21,-34,-13,-28,-29,-1,1,-21
CCOc1ccc(C(C)=O)cc1CSc1nnc(-c2cccs2)n1CC1CCCO1 (configuration not stated),-9,7,-2,4,-5,18,-3,5,3,-25,-11
Cc1ccc(S(=O)(=O)NN2C(=O)/C(=C/c3cccc(F)c3)SC2=S)cc1,-11,-1,-16,10,17,-27,-1,-30,11,10,-23
COc1ccc(OC)c(S(=O)(=O)N2CCN(c3ccc(F)cc3)CC2)c1,-8,2,-14,-5,11,6,4,12,-2,-2,8
CN(Cc1ccccc1)S(=O)(=O)c1ccc(NS(=O)(=O)Cc2ccccc2)cc1,4,-19,-3,14,18,-11,8,9,6,15,-1
COc1ccc(/C=C\C(=O)c2c(O)ccc3c(C)cc(=O)oc23)cc1OC,-5,-1,-6,23,42,5,-21,8,-5,8,7
O=S(=O)(NC(=NCc1ccccc1)c1ccccc1F)c1ccccc1,38,2,-5,2,16,-8,0,-8,-10,-9,-5
Cc1ccc(C(C)C)c2oc(=O)cc(-c3ccc(-c4ccc(C(F)(F)F)cc4)cc3)c12,16,15,-3,7,5,-1,-4,-5,-5,-2,-18
CCCC(c1nnnn1Cc1ccco1)N1CCN(c2cc(Cl)ccc2C)CC1 (configuration not stated),10,-5,7,-2,-4,15,-4,19,1,-23,-21
CC(C)NC(=O)NC(=O)COC(=O)c1ccccc1Oc1ccccc1,16,7,-3,23,12,-23,-21,0,2,-55,2
CCCNc1nc2c(c(=O)n(C)c(=O)n2C)n1CCc1ccccc1,12,23,3,14,16,5,19,13,-18,-1,-1
CN(Cc1nccs1)C(=O)c1ccc2nc(Cc3ccccc3F)oc2c1,9,-29,8,-61,-69,-71,-35,-90,0,-32,-58
CCc1nnc(NC(=O)CCC(=O)Nc2ccc(Cl)cc2)s1,0,-2,-2,-5,-7,17,28,-17,2,-11,-10
CCOC(=O)N1CCC(NS(=O)(=O)c2ccc3c(c2)oc(=O)n3C)CC1,14,-9,3,-3,-8,13,6,-3,-6,4,-4
CCC(=O)N1CCC1(C)C(=O)Nc1ncc(C)s1 (configuration not stated),-2,/,/,-6,0,-17,12,4,-9,-1,-8
CC(C)CNS(=O)(=O)c1ccc(CCC(=O)N2CCN(Cc3ccc4c(c3)OCO4)CC2)cc1,4,12,-1,24,7,4,45*,5,-5,32,-5
CC1CCCCN1C(=O)Cn1cc(C#N)c2ccccc21 (configuration not stated),3,-4,-3,-12,9,6,7,11,-9,11,-1
Cc1ccccc1N=C1SCCN1C(=O)CN1C(=O)NC2(CCCC2)C1=O,3,6,-4,5,13,-7,11,15,-10,1,26
CCN(CC(=O)NCc1ccc(Cl)cc1)C(=O)CCc1ccccc1O,6,-2,7,11,4,-24,16,-10,0,-4,6
CSc1ccc(C(=O)C2CCCN(C(=O)c3csc(C(C)=O)c3)C2)cc1 (configuration not stated),-4,3,11,9,-18,9,-13,12,-2,3,-4
CC(C)(C)c1ccc(C(=O)C=[N+]=[N-])cc1,-4,3,-7,-5,12,-23,15,-12,5,22,4
CC(=O)NCc1nc2ccccc2n1C(C)C,7,0,-13,6,-5,-5,7,3,-20,-1,-27
COc1ccc(CNC(=O)COC(=O)Cc2ccsc2)cc1,-4,0,-3,2,-32,-2,-2,-1,5,5,1
N#Cc1c2ccc(O)cc2n2ccccc12,10,7,13,-8,6,44,12,47,22*,56*,29
CC(C)CN1CCN(Cc2cc3ccccc3[nH]2)CC1CCO (configuration not stated),-12,16,-6,6,4,-9,3,-32,12,-8,5
N/C(=N/O)c1ccccc1N1CCC(Cc2ccccc2)CC1,32,10,-2,-3,32,27,33,7,-3,-4,21
COc1cc(C(=O)OCCCN2CCOCC2)ccc1O,-3,-5,-3,-9,-2,-5,-20,-49,-1,-8,-32
C=CCOC(=O)C1=C(C)NC(SCC(=O)Nc2ccc(C)c(Cl)c2)=C(C#N)C1c1ccco1 (configuration not stated),18,-87,7,14,5,9,-6,13,7,33,10
Cc1ccc(OCCCC(=O)Nc2ccc(S(=O)(=O)Nc3ccccn3)cc2)cc1,-4,-3,-5,7,10,1,6,3,2,9,-6

# Structural class, those above with two or more sulfur atoms (seven)
SMILES,C8 TRAIL sens,EBV LMP1 NFkB,TLR9-MyD88 block,LRH-1 inv ag,TROY NFkB inh,SRC3 inh,NR2F2 inh,SRC1 inh,NOD2-RIPK2 inh,TWEAK-Fn14 inh,SRC2 inh
O=C(CCN1C(=O)/C(=C/c2cccs2)SC1=S)Nc1cccc(C(=O)O)c1,18,-3,2,-7,-3,7,5,-3,-1,26,-15
O=C(CSc1nc2ccccc2[nH]1)Nc1nc(-c2ccc(Br)cc2)cs1,4,-14,-10,-6,41,3,-8,5,5,46,0
CSc1nc2c(c(=O)n1-c1ccc(C)cc1)SCC2,0,3,4,-29,-8,13,-21,-9,2,6,-16
CCOc1ccc(C(C)=O)cc1CSc1nnc(-c2cccs2)n1CC1CCCO1 (configuration not stated),-9,7,-2,4,-5,18,-3,5,3,-25,-11
Cc1ccc(S(=O)(=O)NN2C(=O)/C(=C/c3cccc(F)c3)SC2=S)cc1,-11,-1,-16,10,17,-27,-1,-30,11,10,-23
CN(Cc1ccccc1)S(=O)(=O)c1ccc(NS(=O)(=O)Cc2ccccc2)cc1,4,-19,-3,14,18,-11,8,9,6,15,-1
CSc1ccc(C(=O)C2CCCN(C(=O)c3csc(C(C)=O)c3)C2)cc1 (configuration not stated),-4,3,11,9,-18,9,-13,12,-2,3,-4
